Source: PubChem BioAssay (National Center for Advancing Translational Sciences (NCATS))
FBPA coupling cs = coupling enzyme interference in Giardia aldolase counter-screen. AID 2472. activity change, negative = inhibition, % at 58.2 µM, hits read low. actives 0.67% (n = 290,000). coupling enzyme system counterscreen, AmpLite Red fluorescence; in the data active means activity change below about -30%
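Coupling enzymes only (glyceraldehyde-3-phosphate) + compound, at 57.5 uM final, 10 min RT; add substrate/coupling/AmpLite Red mix, 20 min RT; fluorescence ex 525/em 598 nm. Actives flag coupling-system interference.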
B2AR arrestin = recruits beta-arrestin to the human beta2-adrenergic receptor; beta-arrestin recruitment to beta2AR, cell-based reporter; actives 0.02% (n = 330,000); Potency, µM (titrated, usually from 46.1 µM), inactives show top-dose activation, most hits filed as activators;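 further: potency means the concentration at half of the fitted maximal effect; 0% = DMSO controls and full agonism = EC100 isoproterenol or metaproterenol; nearly all actives have a fitted effect of over 65% in size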
Target sequence (P07550 whole entry, looked up): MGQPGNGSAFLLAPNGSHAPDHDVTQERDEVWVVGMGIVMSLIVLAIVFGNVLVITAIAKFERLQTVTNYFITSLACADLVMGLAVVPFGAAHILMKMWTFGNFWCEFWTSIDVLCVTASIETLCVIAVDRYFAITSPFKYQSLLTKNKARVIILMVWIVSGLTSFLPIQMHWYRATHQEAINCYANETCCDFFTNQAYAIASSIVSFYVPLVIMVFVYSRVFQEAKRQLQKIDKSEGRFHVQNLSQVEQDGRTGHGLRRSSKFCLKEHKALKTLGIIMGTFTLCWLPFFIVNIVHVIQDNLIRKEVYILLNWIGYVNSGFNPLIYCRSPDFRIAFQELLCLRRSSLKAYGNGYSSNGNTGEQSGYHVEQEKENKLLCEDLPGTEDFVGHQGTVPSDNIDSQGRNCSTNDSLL
KCNH2 3.1 block = KCNH2 3.1 (human) potassium channel inhibition | U2OS KCNH2 3.1, thallium flux FluxOr; active compounds read low | activity change, % (tested at about 1.8 µM) | actives 0.95% (n = 340,000) | AID 720553;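 active means maximum activity change below -70%; inconclusive means maximum activity change from -70% to -50%; inactive means maximum activity change above -50%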;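 further: thallium influx rate constant from kinetic fluorescence after stimulation buffer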
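Virally transduced U2OS (3.1 isoform, 4 h infection in dark at RT) → overnight 37 C → FluxOr + Red40 in HBSS/HEPES, 45 min → stimulation buffer, 2 min kinetic read → rate constant vs DMSO controls.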
Giardia killer = Giardia lamblia killing | AID 540267 | Giardia lamblia trophozoite viability | activity change, % at 7.66 µM, hits read low | actives 0.15% (n = 340,000); in the data active means activity change below about -80%; inconclusive means between about -30% and that limit;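 further: parasites exposed to compound for two days anaerobically before the ATP read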
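Trophozoites 100 cells/well + cpd; 48 hrs, 37 deg C, anaerobic. ATPLite 1-Step added, 15-30 min RT, luminescence read (ATP-based viability).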
PKM2 act = PKM2 (human) enzyme activation. P14618. purified PKM2, Kinase-Glo ATP luminescence, activation; response scale: 0% is enzyme alone, no compound. Potency, µM (doses to about 57.5 µM), without a hit: at the top dose activation, most hits filed as activators. actives 0.34% (n = 260,000). AID 1631; further: potency means the concentration at half of the fitted maximal effect; nearly all actives have a fitted effect of over 55% in size
Target sequence (P14618 whole entry, looked up): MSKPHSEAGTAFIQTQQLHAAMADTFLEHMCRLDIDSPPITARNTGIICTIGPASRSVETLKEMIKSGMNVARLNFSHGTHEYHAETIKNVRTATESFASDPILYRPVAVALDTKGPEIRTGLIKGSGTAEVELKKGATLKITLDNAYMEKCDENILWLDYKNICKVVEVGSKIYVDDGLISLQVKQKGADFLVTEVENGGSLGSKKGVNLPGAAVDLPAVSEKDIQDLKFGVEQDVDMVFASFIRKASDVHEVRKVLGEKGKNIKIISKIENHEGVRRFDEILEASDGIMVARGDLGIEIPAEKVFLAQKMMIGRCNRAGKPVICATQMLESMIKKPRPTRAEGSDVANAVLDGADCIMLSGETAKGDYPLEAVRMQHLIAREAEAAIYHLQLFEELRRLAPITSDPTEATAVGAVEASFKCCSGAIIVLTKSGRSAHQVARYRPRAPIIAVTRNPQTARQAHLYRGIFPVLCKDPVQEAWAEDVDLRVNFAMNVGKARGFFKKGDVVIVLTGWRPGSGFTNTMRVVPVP
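hPK-M2, >95% pure; 0.1 mM ADP / 0.5 mM PEP final; imidazole pH7.2 buffer w/ 7 mM MgCl2, 50 mM KCl; 1 h RT; Kinase-Glo lum. Intermediate enzyme activity for dual inhibitor/activator qHTS.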
USP2a block = blocks human ubiquitin-specific protease USP2a | USP2 core, Ub-CHOP2 coupled fluorogenic reporter, 485/531 | Potency, µM (series often up to 38.3 µM), for inactives: top-dose activity change, negative = inhibition, actives largely listed as inhibitors | actives 0.01% (n = 330,000) | AID 463254;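 further: potency means the concentration at half of the fitted maximal effect; plate controls were DMSO wells for no effect and full inhibition by NEM control for full effect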
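Deubiquitinase activity read as fluorescence (485/531 nm) after Ub-CHOP2 cleavage activates the enterokinase reporter on its substrate; USP2 core 10nM, Ub-CHOP2 and substrate 25nM each, 30min compound preincubation then 60min RT; data normalized to NEM, curves fitted.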
BCR signal inh = chronic active BCR signaling inhibition; ABC-DLBCL IkBa-CBG/CBR reporter, luminescence ratio, 4 h; Potency, µM (titrated, usually from 46.1 µM), inactives show at the highest dose ratio change, negative = lower green/red ratio, most hits filed as inhibitors; actives 0.05% (n = 340,000); active means well fitted inhibition curve with a large enough effect in the signal ratio, with a control signal flat, not every such curve was filed as active; inconclusive means small, poorly fitted or top-dose-only effect, or effect the other way, or a change in a side signal; the % refers to the signal ratio;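 further: potency means the concentration at half of the fitted maximal effect; plate controls were basal doxycycline-induced cells for no effect and cells given 10 µM MG132 for full effect; MG132 reads +100%, hits lower the ratio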
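Compounds up to 46 uM were incubated four hours with TMD8 cells whose green CBG68 luciferase is fused to IkappaBalpha; red CBR luminescence normalised the signal, and concentration-effect curves were fitted to fusion, red and ratio data.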
hERG WT inh = blocks the wildtype human KCNH2 potassium channel. AID 720551. activity change, % at 1.84 µM. Q12809. actives 0.37% (n = 340,000). U2OS, BacMam KCNH2, thallium flux FluxOr; active compounds read low;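 active means maximum activity change below -70%; inconclusive means maximum activity change between -70% and -50%; inactive means maximum activity change above -50%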
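U2OS cells were transduced with wild-type KCNH2 virus (2.03 x 10^8 / mL) for 4 h at room temperature, then cultured overnight at 37 C. Thallium flux was read with FluxOr dye. Rate constants were normalized to DMSO controls.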
GALK inhibitor = inhibitors of human galactokinase; P51570; Purified GALK, Kinase-Glo residual ATP luminescence; Potency, µM (doses to about 57.5 µM), for the others: top-dose activity change, negative = inhibition, actives largely listed as inhibitors; actives 0.007% (n = 270,000); further: potency means the concentration at half of the fitted maximal effect
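Compounds were pin-transferred into ATP buffer (35 uM final), then GALK plus galactose (5 nM, 100 uM final) was added. After 1 h at room temperature, Kinase-Glo Plus was added and luminescence read after 10 min.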
uPA generation = inhibitors of cell surface uPA generation | cell surface uPA generation assay, qHTS | Potency, µM (titrated, usually from 38.3 µM), for inactives: top-dose activity change, negative = inhibition, usual class: inhibitors | actives 0.31% (n = 330,000) | AID 540303; active means well fitted inhibition curve with a large enough effect; inconclusive means small, poorly fitted or top-dose-only effect; inactive means no such curve, though single readings can be large or run the other way; tested in mouse RAW 264.7 cells; further: potency means the concentration at half of the fitted maximal effect; nearly all actives have a fitted effect of over 55% in size
Eya2 inh = blocks the phosphatase activity of human Eya2. O00167. recombinant Eya2, OMFP fluorescence dephosphorylation (OMFP is methylfluorescein phosphate). Potency, µM (top dose mostly 76.9 µM), for inactives: top-dose activity, negative = inhibition, hits mostly inhibitors. actives 0.006% (n = 330,000). AID 488837; further: potency means the concentration at half of the fitted maximal effect
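Eya2 (0.2 uM) preincubated 10 min at ambient with compound, then OMFP substrate added at 50 uM; 10 min reaction in 50 mM HEPES pH 7.5, 50 mM NaCl, 5 uM MgCl2, 0.05% BSA, 1 mM DTT. Fluorescence read at Ex 485/Em 525 nm.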
* hit, by the source's call; i = inactive; ? = inconclusive; / = not tested or not shown; [ ] = another dose, or the depositor's remark. Unless noted, the call rests on the fitted dose curve; in most records, active means well fitted curve in the direction sought with a large enough effect; inconclusive means small, poorly fitted or top-dose-only effect, or another doubt; inactive means no such curve, though single readings can be large; an effect the other way counts as inactive or inconclusive. Unless noted, on the % scale 0 is the no-effect control and ±100 the full control effect. Not a hit list; any-hit rate near 2.4%.

molecule	FBPA coupling cs	B2AR arrestin	KCNH2 3.1 block	Giardia killer	PKM2 act	USP2a block	BCR signal inh	hERG WT inh	GALK inhibitor	uPA generation	Eya2 inh
Cc1cccc(N(Cc2ccccc2)C(=O)c2ccc(S(C)(=O)=O)cc2)c1	/	0.1%	3	4	1%	-2%	-2%	-3	-8%	-3%	-15%
CC1(C)CC(=O)/C(=C(\O)c2ccccc2)C(=NCCO)C1	5	0.4%	37	-2	1%	2%	-2%	18	1%	-4%	-11%
NC(=O)[C@@H]1CCCN1C(=O)[C@@H](Cc1cnc[nH]1)NC(=O)[C@@H]1CCC(=O)N1	/	0.4%	12	16	/	-4%	0%	-3	/	-2%	-30%
CC(=O)OCC(OC(C)=O)C(OC(C)=O)C(OC(C)=O)C(=O)Nc1ccccc1 (configuration not stated)	-2	-0.7%	8	-5	-1%	3%	4%	-5	5%	6%	2%
CNc1ncnc(Sc2ccc(Cl)cc2)c1[N+](=O)[O-]	0	-0.7%	0	-19	7%	0%	-1%	1	/	-2%	26%
CCOc1ccc2oc(C(=O)N3CCN(Cc4ccccc4)CC3)c(C)c2c1	-1	-0.2%	-1	-8	-4%	-3%	-9%	0	5%	3%	-18%
CN(Cc1ccc(F)cc1)C(=O)c1sccc1-c1ccccc1	/	-0.9%	20	27	11%	2%	0%	33	-6%	-12%	8%
Cc1ccc(S(=O)(=O)c2c(C)cc(C)nc2Cl)c(C)c1	-18	0.0%	6	3	0%	-5%	-2%	12	1%	5%	5%
O=C(c1ccccc1F)N1CCN(c2ccccn2)CC1	0	-0.4%	4	8	-1%[11.5 µM]	0%	0%	9	2%	-5%	-18%
CCCn1c(CCc2ccccc2)nnc1SCC(=O)N1CCOCC1	4	-0.1%	/	2	-6%	0%	5%	-1	0%	2%	12%
O=C(NCc1ccc(F)cc1)C1CCCN1C(=O)Nc1ccc(F)cc1 (configuration not stated)	4	-0.9%	19	-12	3%	0%	1%	2	4%	5%	9%
CC1(C)OC(=O)C(=CNc2cccc(O)c2)C(=O)O1	-1	0.1%	-11	1	0%	-2%	-10%	-2	-2%	-5%	?
COc1cc(/C=C2/C(=O)c3cccc([N+](=O)[O-])c3C2=O)c(Br)cc1O	-9	-0.6%	-23	-5	-50%	0%	?	4	-3%	3%	0%
O=C1CCc2cc(S(=O)(=O)N3CCCCC3)cc3c2N1CCC3	/	-1.2%	-13	42[activator]	/	3%	-18%	-1	/	-3%	4%
COc1ccc(OCC(=O)Nc2cccc(NC(=O)c3ccco3)c2)cc1	2	-0.2%	18	-1	-5%	1%	/	/	7%	-6%	-22%
Cc1cccc2c1cnn2C(=O)CCC(=O)N1CC(C)CC(C)C1 (configuration not stated)	1	0.3%	12	-20	15%	-2%	7%	-13	/	-2%	-5%
COc1ccc(OC)c(CN(CCCN2CCOCC2)S(=O)(=O)c2ccc(NC(C)=O)cc2)c1	-1	-0.7%	15	2	-8%	-1%	-1%	2	0%	4%	0%
COc1ccccc1NC(=O)c1nn(-c2ccc(Cl)cc2)ccc1=O	-4	-0.5%	0	7	-5%	0%	0%	-1	1%	-9%	-18%
COc1ccc(NC(=O)CNc2cc(C)ccc2C)cc1S(=O)(=O)N1CCOCC1	/	3.5%	-1	-26	/	-2%	0%	0	/	-3%	5%
CN(CCCNC(=O)c1cc2c(=O)[nH]c3ccccc3c2n1C)Cc1ccccc1	-1	-0.1%	6	-11	1%	3%	0%	-8	4%	4%	-22%
COc1ccc(OC)c(-c2csc(NC(=O)C3=NN(c4ccccc4)C(=O)CC3)n2)c1	-4	0.1%	-7	-2	-4%	-8%	4%	4	0%	5%	-5%
O=C(CCS(=O)(=O)c1ccc(Br)cc1)N1CCN(Cc2ccccc2)CC1	-2	-0.3%	-1	-21	-1%	2%	10%	-2	-1%	3%	-1%
NNc1nc2cc3c(cc2s1)OCCO3	0	0.2%	16	20	0%[0.46 µM]	-1%	12%	1	5%	3%	5%
Cc1ccc(C(c2nnnn2C2CCCCC2)N2CCc3ccccc32)cc1 (configuration not stated)	-1	0.1%	-1	13	0%	-1%	21%	-1	-6%	3%	1%
CC(C)(C)c1ccc(OCCC(=O)NNC(=O)c2ccccc2)cc1	/	-0.3%	-4	-17	/	1%	2%	1	/	15%	18%
CCCCc1ccc(N/C(N)=N/c2nc(C)cc(C)n2)cc1	3	-0.2%	-2	5	-11%	1%	16%	-4	7%	-15%	0%
CCOn1c(=O)c(-c2cccs2)[n+]([O-])c2ccccc21	2	0.1%	11	-11	7%	2%	?	5	-2%	-8%	6%
Cc1nn(-c2ccccc2)c(N2CCCC2)c1/C=N/NC(=O)c1cccc(S(=O)(=O)Nc2ccc(Cl)cc2)c1	-4	0.4%	2	3	1%	-15%	-1%	3	2%	2%	-12%
CCOC(=O)C1(CCOc2ccccc2)CCN(Cc2ccc3nonc3c2)CC1	-9	0.3%	-25	-3	-8%	0%	9%	15	-2%	-7%	-3%
Cc1cc(Nc2ccccc2)c2c([N+](=O)[O-])cc(C)c(C)c2n1	1	0.1%	-28	?	-11%	-4%	?	9	3%	-6%	-27%
O=C(Nc1ccccc1)C1=C[C@@H](C2CC2)C[C@@H](OCCCCO)O1	-1	-0.7%	11	7	-1%	1%	?	3	-2%	-17%	-16%
CCN(CC)C(=O)c1sc(NC(=O)c2cc(-c3ccc(C)s3)nc3ccccc23)c(C(=O)OC)c1C	-3	-0.1%	3	1	-6%	1%	0%	-4	0%	-1%	-17%
CCN(CC)CC(O)CN(c1ccccc1)S(=O)(=O)c1ccc2ccccc2c1 (configuration not stated)	-1	0.0%	-106*	12	/	-1%	5%	-89*	-3%	-11%	11%
O=C(Nc1ccncc1)c1cccc(S(=O)(=O)N2CCCC2)c1	-3	-0.4%	/	-2	4%	0%	0%	9	-1%	-8%	-11%
CC(=O)c1cc2c(cc1NC(=O)CSc1ccc(S(=O)(=O)N(C)C)cn1)OCO2	/	-0.1%	-7	1	/	-1%	-1%	8	/	-5%	5%
CCOc1ccc(C2=CC(=O)C[C@H](c3ccc(OC)cc3)C2)cc1	/	0.0%	1	-25	/	-3%	7%	-2	/	9%	-18%
S=C(NCCc1ccccc1)Nc1ccc(N2CCCCC2)cc1	2	-1.0%	-15	-6	/	1%	7%	9	/	7%	10%
O=C(O)CC12CC3CC(C1)CC(n1ncc(NCc4ccco4)c(Cl)c1=O)(C3)C2	6	-0.8%	10	-22	1%	1%	?	-19	-1%	0%	-2%
CN(C)C(=O)CN1CCN(Cc2nc(CC3CC3)no2)CC1	3	-0.6%	-2	-19	0%	5%	-6%	0	0%	1%	0%
O=c1cc2ncc(-n3cc([N+](=O)[O-])cn3)cn2[nH]1	5	0.1%	32	7	/	0%	2%	-1	-1%	5%	7%
Cc1cccc(N(CC(=O)NC2CCCC2)C(=O)CCC(=O)Nc2nc(C)cs2)c1	2	0.2%	-6	-19	-16%	0%	?	-3	-4%	-4%	2%
CN(C)S(=O)(=O)c1cc(C(=O)NCC2CCCO2)c(Cl)cc1Cl (configuration not stated)	0	0.1%	-1	-2	-1%	0%	6%	-9	2%	-4%	-28%
CN(CC(=O)N1CCCC1)S(=O)(=O)c1cc(Cl)ccc1Cl	1	0.3%	14	5	-15%	0%	2%	9	1%	/	4%
COc1cc(/C=C/c2ccc3cccc([N+](=O)[O-])c3n2)ccc1OCC#N	0	-0.2%	8	-21	13%	4%	?	i	0%	-4%	5%
O=C(N/C=N/OCc1cccc(C(F)(F)F)c1)N1OC[C@@H]2COc3ccc4ccccc4c3[C@@H]21	-6	-0.1%	-5	-9	-12%	-2%	9%	0	1%	16%	-3%
COc1ccc(C#Cc2c(-c3ccccc3)n(C)c3ccccc23)cc1	/	-0.3%	-17	7	/	5%	?	-5	/	?	10%
CCCOc1ccc(C(CC(=O)O)NC(=O)CC(c2ccccc2)c2ccccc2)cc1 (configuration not stated)	20	-0.4%	25	-13	7%	0%	16%	6	-2%	-4%	16%
CCOC(=O)[C@@H]1[C@H]2COc3cc(OC)ccc3[C@@H]2N2C(=O)N(c3ccccc3)C(=O)[C@]12C	/	-0.5%	15	-8	/	5%	-2%	-6	/	13%	-1%
CCOc1ccc2oc(C(=O)OCC(=O)NC(=O)NC)c(C)c2c1	2	-0.1%	4	6	4%	0%	0%	0	2%	1%	12%
CCOc1cc(C(=O)Nc2ccc(N3CCOCC3)cc2)cc(Br)c1OC	0	-0.9%	-1	-4	4%	0%	6%	0	1%	3%	2%
O=C(NCCC1CCCCN1S(=O)(=O)c1ccc(Cl)cc1)C(=O)NCc1ccncc1 (configuration not stated)	/	-0.1%	3	1	/	1%	?	-7	/	0%	-37%
